Screens from PubChem.
KCNK3 block – human KCNK3 channel inhibition, primary screen; B-score at 10 µM; hit rate 0.84% among 340,000; O14649; CHO-KCNK3 thallium flux, FluxOR fluorescence; stronger effect = lower value;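 active = B-score under library mean minus 4 SD, starting fluorescence ratio at most library mean plus 5 SD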;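 also: more negative B-score means stronger inhibition of thallium flux through KCNK3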
KCNQ1 pot – potentiates or activates the human KCNQ1 potassium channel; hit rate 0.35% among 310,000; CHO-K1 KCNQ1, thallium flux FluxOR fluorescence; stronger effect = higher value; P51787; B-score at 10 µM;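 active = fluorescence ratio B-score, a plate-corrected score, at least three library SD, with initial intensity B-score within 5 SD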
Target sequence (P51787 whole entry, looked up): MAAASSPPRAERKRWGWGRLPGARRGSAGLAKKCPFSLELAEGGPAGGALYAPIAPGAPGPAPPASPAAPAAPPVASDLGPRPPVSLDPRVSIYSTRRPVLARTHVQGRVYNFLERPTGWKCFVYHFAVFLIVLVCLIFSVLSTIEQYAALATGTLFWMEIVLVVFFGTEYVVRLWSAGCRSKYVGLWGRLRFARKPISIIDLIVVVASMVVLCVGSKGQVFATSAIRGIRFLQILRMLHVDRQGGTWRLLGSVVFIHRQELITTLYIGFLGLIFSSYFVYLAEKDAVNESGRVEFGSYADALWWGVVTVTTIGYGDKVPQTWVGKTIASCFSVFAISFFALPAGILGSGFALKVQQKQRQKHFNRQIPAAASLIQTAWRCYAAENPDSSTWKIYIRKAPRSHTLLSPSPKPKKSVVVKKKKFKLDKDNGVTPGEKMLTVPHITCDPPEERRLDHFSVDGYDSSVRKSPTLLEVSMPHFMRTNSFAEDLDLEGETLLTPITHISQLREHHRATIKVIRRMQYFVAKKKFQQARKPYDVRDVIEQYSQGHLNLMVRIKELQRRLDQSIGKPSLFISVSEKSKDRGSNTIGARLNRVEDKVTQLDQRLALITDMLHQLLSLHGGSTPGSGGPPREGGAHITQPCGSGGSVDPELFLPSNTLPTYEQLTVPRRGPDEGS
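System: CHO-K1 cells stably expressing KCNQ1 / Medium: assay buffer for compound exposure, DMSO matched across wells / Reagent: thallium- and potassium-containing depolarizing buffer / Compound: one concentration, matched DMSO / Incubation: 20 min compound pretreatment at room temperature / Measured by: kinetic FluxOR fluorescence, 10 s baseline plus 110 s post-stimulus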
RGS4 inh – inhibitors of human RGS4; P49798; HEK293 M3R/RGS4 inducible, Fluo-4 calcium flux; stronger effect = higher value; triggered by carbachol at its EC20; B-score at 10 µM; hit rate 0.45% among 310,000; AID 463165;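 active = B-score, a plate-corrected calcium signal, over three deviations above library mean, with baseline fluorescence within five deviations of library mean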;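 also: RGS4 expression induced by doxycycline in cells with stable M3 receptor; B-score is computed from the integrated fluorescence ratio over baseline after carbachol; higher B-score means a larger calcium signal and so more RGS4 inhibition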
Target sequence (P49798 whole entry, looked up): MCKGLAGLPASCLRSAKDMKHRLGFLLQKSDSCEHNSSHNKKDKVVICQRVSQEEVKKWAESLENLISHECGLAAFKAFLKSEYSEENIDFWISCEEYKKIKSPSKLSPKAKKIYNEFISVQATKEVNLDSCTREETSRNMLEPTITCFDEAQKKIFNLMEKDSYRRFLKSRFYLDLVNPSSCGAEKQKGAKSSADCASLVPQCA
RGS4 pot – potentiators or activators of RGS4; hit rate 0.92% among 310,000; B-score at 10 µM; HEK293 M3R/inducible RGS4, carbachol calcium flux Fluo4; stronger effect = lower value;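 active = B-score of the integrated calcium signal more than 4 SD below the library mean, with starting fluorescence not abnormally high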;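 also: negative B-score means reduced calcium response which marks RGS4 activation or potentiation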
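test system = M3R-expressing HEK293 line, RGS4 induced by doxycycline | probe or stimulus = carbachol at ECmax as muscarinic agonist stimulus | timing = dye loading 30 min 37 °C, buffer rest 30 min RT | signal = calcium dye Fluo4 fluorescence | evaluation = B score from integrated fluorescence ratio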
MrgX1 ag – agonists of human MrgX1 receptor; B-score at 10 µM; hit rate 0.44% among 310,000; Q96LB2; MrgX1-HEK293 cells, Fluo-4 calcium fluorescence, agonist mode; stronger effect = higher value;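 active = calcium response B-score plate-corrected fluorescence ratio at least 3 library SD, with starting fluorescence B-score inside 5 SD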
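Test system: Stable human MrgX1 HEK293 cell line | Schedule: Overnight plating before 1 h dye loading | Read-out basis: Baseline-normalised fluorescence change ratio, B-scored | Detection: Kinetic calcium dye fluorescence, Fluo-4 NW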
ANO1 block – blocks the mouse calcium-activated chloride channel TMEM16A | HEK293 TMEM16A/YFP iodide influx fluorescence, ionomycin | normalized B-score (activity score, 25-100; higher = stronger inhibition) at 10 µM | hit rate 1.2% among 310,000 | AID 588511;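 active = ratio plate-corrected score three or more library SD toward inhibition, starting fluorescence score within five deviations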;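 also: score derived from kinetic fluorescence span divided by baseline fluorescence per well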
MrgX1 PAM – allosterically activates human MrgX1 receptor signaling; Q96LB2; MrgX1-HEK293, Fluo-4 calcium flux, FDSS; stronger effect = higher value; B-score at 10 µM; hit rate 0.63% among 310,000; AID 588675;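 active = plate-corrected calcium response at least 3 library SD above typical, normal starting fluorescence, not activating the receptor alone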;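 also: compound read alongside a low EC10 to EC30 dose of BAM8-22 agonist; peak minus trough fluorescence over baseline measured at the second addition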
KCNK9 block – blocks the human KCNK9 two-pore domain potassium channel | AID 488922 | B-score at 10 µM | hit rate 1.2% among 310,000 | HEK293 KCNK9, FluxOR thallium flux fluorescence; stronger effect = lower value | Q9NPC2;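 active = ratio B-score over 3 SD below the library mean, with starting fluorescence within 5 SD of its mean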;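 also: negative B-score means less thallium flux so channel inhibition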
ANO1 activ – mouse TMEM16A channel activation, primary screen; Q8BHY3; HEK293 TMEM16A/YFP-H148Q/I152L, iodide quench fluorescence; stronger effect = lower value; B-score at 10 µM; hit rate 0.3% among 340,000; AID 623877;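 active = fluorescence-ratio B-score plate-corrected deviation score at least 3 library SD below zero, with starting fluorescence score within 5 deviations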;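 also: channel opened by trigger with iodide after compound preincubation; score built on the fluorescence ratio of max minus min over baseline; more negative score means more quench and so TMEM16A activation or potentiation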
KCNQ1 block – blocks the human KCNQ1 potassium channel. P51787. CHO-K1 KCNQ1, FluxOR thallium flux fluorescence; stronger effect = higher value. B-score at 10 µM. hit rate 1.3% among 310,000. AID 2642;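 active = compounds whose thallium flux B-score, printed positive for inhibition, exceeds three library SD while starting fluorescence stays within three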;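 also: channel opened by potassium depolarization with thallium stimulus after 20 min compound exposure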
hERG protect – compounds protecting human hERG from proarrhythmic drug block; CHO-hERG, FluxOR thallium flux, dofetilide IC70 present; activation (rescue from dofetilide block), less the hit threshold, % at 10 µM; hit rate 0.51% among 310,000;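 active = activation above the mean of controls blocked by dofetilide plus 5 SD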;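 also: thallium influx through hERG after potassium depolarization seen as dye fluorescence rise; in these data hits start at about 4.7%; inactives centre near -7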
Active calls of the source: *.

`CC(C)C(=O)Nc1ccc2c(c1)nc(CCN1CCN(c3ccccc3)CC1)n2C` gave KCNK3 block inactive, KCNQ1 pot inactive, RGS4 inh inactive, RGS4 pot inactive, MrgX1 ag inactive, ANO1 block inactive, MrgX1 PAM inactive, KCNK9 block inactive, ANO1 activ inactive, KCNQ1 block inactive and hERG protect -14.2.
For COc1ccccc1-c1c(C(F)(F)F)oc2cc(OC(=O)c3ccc([N+](=O)[O-])cc3)ccc2c1=O the results were KCNK3 block inactive, KCNQ1 pot inactive, RGS4 inh inactive, RGS4 pot inactive, MrgX1 ag inactive, ANO1 block inactive, MrgX1 PAM inactive, KCNK9 block inactive, ANO1 activ inactive, KCNQ1 block inactive and hERG protect -9.5.
CCCCCCc1ccc(N2C[C@H](Cc3ccccc3)[C@@H](CC(=O)Nc3ccccc3)C2=O)cc1 was read as KCNK3 block inactive, KCNQ1 pot inactive, RGS4 inh inactive, RGS4 pot inactive, MrgX1 ag inactive, ANO1 block inactive, MrgX1 PAM inactive, KCNK9 block inactive, ANO1 activ inactive, KCNQ1 block inactive and hERG protect -2.6.
`CCN(CC)C(=O)CSc1nc2ncccc2[nH]1` gave KCNK3 block inactive, KCNQ1 pot inactive, RGS4 inh inactive, RGS4 pot inactive, MrgX1 ag inactive, ANO1 block inactive, MrgX1 PAM inactive, KCNK9 block inactive, ANO1 activ inactive, KCNQ1 block inactive and hERG protect -4.8.
Cc1c(NC(=O)c2cnn3cccnc23)c(=O)n(-c2ccccc2)n1C was read as KCNK3 block inactive, KCNQ1 pot inactive, RGS4 inh inactive, RGS4 pot inactive, MrgX1 ag inactive, ANO1 block inactive, MrgX1 PAM inactive, KCNK9 block inactive, ANO1 activ inactive, KCNQ1 block inactive and hERG protect -11.4.
Cc1ccc(C)c(NC(=O)CN(C)C(=O)c2ccccc2Cc2ccccc2)c1 was read as KCNK3 block inactive, KCNQ1 pot inactive, RGS4 inh inactive, RGS4 pot inactive, MrgX1 ag inactive, ANO1 block inactive, MrgX1 PAM inactive, KCNK9 block inactive, ANO1 activ inactive, KCNQ1 block inactive and hERG protect -7.3.
`Cc1nc2ccccc2c(=O)n1NC(=O)COc1ccccc1` gave KCNK3 block inactive, KCNQ1 pot inactive, RGS4 inh inactive, RGS4 pot inactive, MrgX1 ag inactive, ANO1 block inactive, MrgX1 PAM inactive, KCNK9 block inactive, ANO1 activ inactive, KCNQ1 block inactive and hERG protect -1.4.
Screening CCOC(=O)C1CCCN(C(=O)Cc2c(C(=O)O)[nH]c3ccccc23)C1 (centres undefined) returned KCNK3 block inactive, KCNQ1 pot inactive, RGS4 inh inactive, RGS4 pot inactive, MrgX1 ag inactive, ANO1 block inactive, MrgX1 PAM inactive, KCNK9 block inactive, ANO1 activ inactive, KCNQ1 block inactive and hERG protect -11.5.
Cc1nnc(NCCN2CCOCC2)[nH]c1=O was read as KCNK3 block inactive, KCNQ1 pot inactive, RGS4 inh inactive, RGS4 pot inactive, MrgX1 ag inactive, ANO1 block inactive, MrgX1 PAM inactive, KCNK9 block inactive, ANO1 activ inactive, KCNQ1 block inactive and hERG protect -5.5.
COc1ccc(/C=C(/C#N)C(=O)Nc2cccc(C)c2C)cc1C(=O)O was read as KCNK3 block inactive, KCNQ1 pot inactive, RGS4 inh inactive, RGS4 pot inactive, MrgX1 ag inactive, ANO1 block inactive, MrgX1 PAM inactive, KCNK9 block inactive, ANO1 activ inactive, KCNQ1 block inactive and hERG protect -9.0.
Screening CCc1cccc(NS(=O)(=O)c2ccc(-n3cccn3)cc2)c1 returned KCNK3 block inactive, KCNQ1 pot inactive, RGS4 inh inactive, RGS4 pot inactive, MrgX1 ag inactive, ANO1 block inactive, MrgX1 PAM inactive, KCNK9 block inactive, ANO1 activ inactive, KCNQ1 block inactive and hERG protect -5.7.
COc1cc(S(=O)(=O)n2ccc(C)n2)ccc1Cl was read as KCNK3 block inactive, KCNQ1 pot inactive, RGS4 inh inactive, RGS4 pot inactive, MrgX1 ag inactive, ANO1 block inactive, MrgX1 PAM inactive, KCNK9 block inactive, ANO1 activ inactive, KCNQ1 block inactive and hERG protect -4.9.
For CC(=O)c1ccccc1OCCCOc1cccc2cccnc12 the results were KCNK3 block inactive, KCNQ1 pot inactive, RGS4 inh inactive, RGS4 pot inactive, MrgX1 ag inactive, ANO1 block inactive, MrgX1 PAM inactive, KCNK9 block inactive, ANO1 activ inactive, KCNQ1 block inactive and hERG protect -9.8.
Screening Cn1ncc(Cl)c1C(=O)NC1C2CC3CC(C2)CC1C3 (centres undefined) returned KCNK3 block inactive, KCNQ1 pot inactive, RGS4 inh inactive, RGS4 pot inactive, MrgX1 ag inactive, ANO1 block inactive, MrgX1 PAM inactive, KCNK9 block inactive, ANO1 activ inactive, KCNQ1 block inactive and hERG protect -5.2.
For Cc1cc2n(n1)C(c1ccsc1)Nc1ccccc1-2 (centres undefined) the results were KCNK3 block inactive, KCNQ1 pot inactive, RGS4 inh inactive, RGS4 pot inactive, MrgX1 ag inactive, ANO1 block inactive, MrgX1 PAM inactive, KCNK9 block inactive, KCNQ1 block inactive and hERG protect -11.1.
`COc1ccc(-c2[nH]ncc2/C=N\NC(=O)c2ccc(C(C)(C)C)cc2)cc1OC` gave KCNK3 block inactive, KCNQ1 pot inactive, RGS4 inh inactive, RGS4 pot inactive, MrgX1 ag inactive, ANO1 block inactive, MrgX1 PAM inactive, KCNK9 block inactive, ANO1 activ inactive, KCNQ1 block 6* and hERG protect -8.0.
CCCNC(=O)Cn1c(=O)oc2cc(S(=O)(=O)N3CC(C)CC(C)C3)ccc21 (centres undefined) was read as KCNK3 block inactive, KCNQ1 pot inactive, RGS4 inh inactive, RGS4 pot inactive, MrgX1 ag inactive, ANO1 block inactive, MrgX1 PAM inactive, KCNK9 block inactive, ANO1 activ -40.8*, KCNQ1 block inactive and hERG protect -4.7.
c1cncc(CNc2ncn[nH]2)c1 was read as KCNK3 block inactive, KCNQ1 pot inactive, RGS4 inh inactive, RGS4 pot inactive, MrgX1 ag inactive, ANO1 block inactive, MrgX1 PAM inactive, KCNK9 block inactive, ANO1 activ inactive, KCNQ1 block inactive and hERG protect -5.7.
`CC(CN1CCCC1)OC(=O)c1ccc(F)cc1` (centres undefined) gave KCNK3 block inactive, KCNQ1 pot inactive, RGS4 inh inactive, RGS4 pot inactive, MrgX1 ag inactive, ANO1 block inactive, MrgX1 PAM inactive, KCNK9 block inactive, ANO1 activ inactive, KCNQ1 block inactive and hERG protect -1.5.
Screening C=CCc1c(OC)ccc2c1c(S(=O)(=O)c1ccc(C)cc1)cn2COC returned KCNK3 block inactive, KCNQ1 pot inactive, RGS4 inh inactive, RGS4 pot inactive, MrgX1 ag inactive, ANO1 block inactive, MrgX1 PAM inactive, KCNK9 block inactive, ANO1 activ inactive, KCNQ1 block inactive and hERG protect -3.2.
For O=C(CN1CCN(S(=O)(=O)c2ccc(Br)cc2)CC1)N/N=C/c1ccco1 the results were KCNK3 block inactive, KCNQ1 pot inactive, RGS4 inh inactive, RGS4 pot inactive, MrgX1 ag inactive, ANO1 block inactive, MrgX1 PAM inactive, KCNK9 block inactive, ANO1 activ inactive, KCNQ1 block inactive and hERG protect -5.4.
For Cc1ccc(C(=O)Nc2nnc(NC(=S)Nc3ccccc3)s2)cc1 the results were KCNK3 block inactive, KCNQ1 pot inactive, RGS4 inh inactive, RGS4 pot inactive, MrgX1 ag inactive, ANO1 block inactive, MrgX1 PAM inactive, KCNK9 block inactive, ANO1 activ inactive, KCNQ1 block inactive and hERG protect -11.8.
`CCCCOc1ccc(/C=c2\sc3ncnn3c2=O)cc1` gave KCNK3 block inactive, KCNQ1 pot inactive, RGS4 inh inactive, RGS4 pot inactive, MrgX1 ag inactive, ANO1 block inactive, MrgX1 PAM inactive, KCNK9 block inactive, ANO1 activ inactive, KCNQ1 block inactive and hERG protect -6.8.
COc1cc(Cl)c(S(=O)(=O)NCCCN2CCOCC2)cc1Cl was read as KCNK3 block inactive, KCNQ1 pot inactive, RGS4 inh inactive, RGS4 pot inactive, MrgX1 ag inactive, ANO1 block inactive, MrgX1 PAM inactive, KCNK9 block inactive, ANO1 activ inactive, KCNQ1 block inactive and hERG protect -7.1.
For O=C1CC(c2ccccc2)Sc2nc3ccccc3n21 (centres undefined) the results were KCNK3 block inactive, KCNQ1 pot inactive, RGS4 inh inactive, RGS4 pot inactive, MrgX1 ag inactive, ANO1 block inactive, MrgX1 PAM inactive, KCNK9 block inactive, ANO1 activ inactive, KCNQ1 block inactive and hERG protect 42.5*.
Screening Cc1cccc(C(=O)NNC(=O)CSc2nnc(C3CC3)n2C)c1 returned KCNK3 block inactive, KCNQ1 pot inactive, RGS4 inh inactive, RGS4 pot inactive, MrgX1 ag inactive, ANO1 block inactive, MrgX1 PAM inactive, KCNK9 block inactive, ANO1 activ inactive, KCNQ1 block inactive and hERG protect -3.7.
`O=C(Oc1ccc(-c2cnc3ccccc3n2)cc1)c1ccc(Cl)c([N+](=O)[O-])c1` gave KCNK3 block inactive, KCNQ1 pot inactive, RGS4 inh inactive, RGS4 pot inactive, MrgX1 ag inactive, ANO1 block inactive, MrgX1 PAM inactive, KCNK9 block inactive, ANO1 activ inactive, KCNQ1 block inactive and hERG protect -8.0.
`CCOC(=O)c1c(C)[nH]c(C(=O)OCC(=O)N2c3ccccc3CC2C)c1C` (centres undefined) gave KCNK3 block inactive, KCNQ1 pot inactive, RGS4 inh inactive, RGS4 pot inactive, MrgX1 ag inactive, ANO1 block inactive, MrgX1 PAM inactive, KCNK9 block inactive, ANO1 activ inactive, KCNQ1 block inactive and hERG protect -8.9.
Screening O=C1c2cccc([N+](=O)[O-])c2C(=O)N1C1CCCCC1 returned KCNK3 block inactive, KCNQ1 pot inactive, RGS4 inh inactive, RGS4 pot inactive, MrgX1 ag inactive, ANO1 block inactive, MrgX1 PAM inactive, KCNK9 block inactive, ANO1 activ inactive, KCNQ1 block inactive and hERG protect -8.9.

No enrichment for hits, and some 6.3% of all compounds hit somewhere here.
